Assay outcomes deposited in PubChem BioAssay by Sanford-Burnham Center for Chemical Genomics.
Gli-Sufu antag: Gli-Sufu pathway antagonism | Sufu-KO-LIGHT fibroblasts, Gli luciferase reporter luminescence | inhibition, % at 5 µM | hit rate 0.74% among 340,000;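 active = inhibition above about 55%, limit read from the data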;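 note: 0% = DMSO-treated cells and 100% = wells with medium but no cells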
UPR XBP1 act: adaptive UPR (XBP1) activation | CHO-XBP1 luciferase reporter, IRE1-XBP1 UPR activation, luminescence; percent of tunicamycin response, DMSO as zero | activation, % at 20 µM | hit rate 0.33% among 330,000;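 active = versus positive control, 20 µM dose yields 30% or more activation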;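 note: 100% = tunicamycin at 10 µg/mL and 0% = DMSO only wells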
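incubation = overnight seeding at 37 °C, 6 h compound treatment at 37 °C | assay system = CHO-XBP1 cells stably carrying IRE1-XBP1-driven luciferase reporter | input = 1000 cells per well | detection = luciferase luminescence | dosing = single point, 20 µM final compound, 1% DMSO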
Jurkat NFkB inh: inhibitors of the PMA/ionomycin-induced NF-kB reporter in Jurkat cells; inhibition, % at 4 µM; hit rate 0.53% among 330,000; AID 435003; PMA/ionomycin-induced NF-kB luciferase reporter, luminescence; in the data active = inhibition above about 50%
UPR CHOP act: apoptotic UPR (CHOP) activation. CHO-CHOP luciferase reporter, luminescence; percent of tunicamycin response over DMSO baseline. activation, % at 10 µM. hit rate 0.34% among 330,000;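 active = at 10 µM dose, activation of 40% or more, normalized to positive control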;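 note: 100% = tunicamycin at 10 µg/mL and 0% = DMSO alone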
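Evaluation: % reporter activation, DMSO baseline versus tunicamycin full activation; System: CHO-CHOP luciferase reporter cell line; Input: 500 cells/well; Incubation: 6 h compound treatment, 37 °C; Measured by: Steady-Glo luciferase luminescence; Dosing: one dose, 10 µM in 0.5% DMSO; Buffer or medium: F12 medium, 10% FBS; Benchmarks: positive tunicamycin 10 µg/mL, negative DMSO alone.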
Mdm2 MdmX PPI: disrupts the human Mdm2-MdmX interaction | O15151+Q00987 | SaOS-2 split-luciferase Mdm2/MdmX complementation, luminescence | hit rate 3% among 330,000 | inhibition, % at 8 µM;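 active = inhibition of at least 50% at 8 µM in the primary screen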
EBI2 block: EBI2 (human) antagonism; P32249; EBI2 beta-arrestin recruitment, luminescence, 7a,25-OHC stimulated; inhibition, % at 5 µM; hit rate 0.81% among 360,000; AID 651636; in the data active = inhibition above about 38%;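 note: enzyme fragment complementation signal reports receptor beta-arrestin coupling in cells; 0% = agonist plus DMSO wells and 100% = wells without agonist; some results beyond the cut were filed as inactive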
Target sequence (P32249 whole entry, looked up, the tested form may be a part): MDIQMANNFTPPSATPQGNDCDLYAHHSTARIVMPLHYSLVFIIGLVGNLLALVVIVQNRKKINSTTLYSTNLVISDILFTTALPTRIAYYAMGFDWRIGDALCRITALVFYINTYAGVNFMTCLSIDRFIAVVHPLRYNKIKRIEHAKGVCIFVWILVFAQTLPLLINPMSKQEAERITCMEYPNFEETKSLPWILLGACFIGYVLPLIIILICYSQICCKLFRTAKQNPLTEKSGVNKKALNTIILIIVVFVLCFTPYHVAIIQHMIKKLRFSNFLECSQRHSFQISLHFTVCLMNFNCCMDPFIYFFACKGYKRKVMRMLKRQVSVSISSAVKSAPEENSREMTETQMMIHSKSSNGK
697 NFkB inh: lowers PMA/ionomycin-induced NF-kB signal in 697 B cells. 697 B-cell NF-kB luciferase reporter, 16 h. hit rate 0.33% among 330,000. AID 435022. inhibition, % at 4 µM; in the data active = inhibition above about 35%
CCR6 antag: blocks CCL20-driven beta-arrestin recruitment at human CCR6; P51684; CHO-K1 CCR6 PathHunter beta-arrestin, luminescence, CCL20-stimulated; hit rate 0.49% among 340,000; inhibition, % at 20 µM; AID 493098;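 active = compounds whose inhibition of the agonist-driven luminescence signal at 20 µM reaches about 50%, limit read from the data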;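 note: cells stimulated with CCL20 at 14 nM final; plate controls were DMSO with CCL20 for no effect and DMSO without agonist for full effect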
Target sequence (P51684 whole entry, looked up): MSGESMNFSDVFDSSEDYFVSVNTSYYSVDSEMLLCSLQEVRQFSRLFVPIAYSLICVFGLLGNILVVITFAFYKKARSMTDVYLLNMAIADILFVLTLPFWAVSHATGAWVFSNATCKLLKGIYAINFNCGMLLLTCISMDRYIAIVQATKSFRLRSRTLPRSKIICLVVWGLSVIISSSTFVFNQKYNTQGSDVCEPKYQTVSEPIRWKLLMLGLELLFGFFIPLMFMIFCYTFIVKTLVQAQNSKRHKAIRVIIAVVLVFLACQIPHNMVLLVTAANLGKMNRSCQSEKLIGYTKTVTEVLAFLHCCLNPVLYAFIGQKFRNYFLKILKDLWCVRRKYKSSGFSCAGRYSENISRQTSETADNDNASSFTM
CXCR6 block: inhibitors of human CXCR6 receptor; CHO-K1 PathHunter CXCR6 beta-arrestin, luminescence; inhibition, % at 20 µM; hit rate 0.36% among 360,000; in the data active = inhibition above about 34%, passing the limit was not always enough;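 note: antagonist mode with CXCL16 agonist at 10 nM final; 0% = 10 nM CXCL16 with DMSO and 100% = unstimulated wells without agonist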
Target sequence (O00574 whole entry, looked up): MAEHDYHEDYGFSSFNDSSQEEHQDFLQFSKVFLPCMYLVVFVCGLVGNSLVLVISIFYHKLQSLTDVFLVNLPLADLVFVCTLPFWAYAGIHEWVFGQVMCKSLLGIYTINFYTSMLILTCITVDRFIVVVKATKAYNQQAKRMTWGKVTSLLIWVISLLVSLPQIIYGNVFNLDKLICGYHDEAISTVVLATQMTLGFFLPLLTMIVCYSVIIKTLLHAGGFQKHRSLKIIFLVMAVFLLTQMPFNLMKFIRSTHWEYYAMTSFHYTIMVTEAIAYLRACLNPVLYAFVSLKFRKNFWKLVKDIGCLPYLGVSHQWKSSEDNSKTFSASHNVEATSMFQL
Starred values were filed as active, the others as inactive; . = no result given.

SMILES	Gli-Sufu antag	UPR XBP1 act	Jurkat NFkB inh	UPR CHOP act	Mdm2 MdmX PPI	EBI2 block	697 NFkB inh	CCR6 antag	CXCR6 block
OCCSc1nnc(Nc2ccccc2)s1	3	-1	-4	-1.2	10	-5	-1	2	0
Cc1nccn1CCC(=O)O	-12	-2	-4	-1.2	24	-13	17	11	0
COc1ccccc1-n1ccnc1SCC(=O)NC1CCCC1	2	-2	-10	-2.2	1	-8	-23	-1	-3
CCOC(=O)CN1CC23C=CC(O2)C(C(=O)N2CCN(c4ccc(F)cc4)CC2)C3C1=O (configuration not stated)	8	-4	11	2.1	2	0	-11	11	-5
CCOC(=O)N1CCN(S(=O)(=O)c2c(C)cc(C)cc2C)CC1	4	-2	-12	-0.2	1	-5	-6	-3	-2
Cc1ccc2c(C(=O)CCl)c(C)[nH]c2c1	3	-6	11	479*	92*	15	7	16	-2
CCCc1cc(=O)oc2cc(OCC(=O)NCCCN3CCOCC3)ccc12	-19	-3	-12	0.1	18	2	-1	5	4
COc1cccc(/C=N/Nc2nn3cnnc3c3ccccc23)c1O	-9	2	3	1.5	17	10	6	-8	-1
O=C(Nc1ccc(Cl)c(Cl)c1)N1CC=C(c2ccccc2)CC1	-9	1	-9	1.8	-3	19	6	0	-8
O=c1[nH]c(=S)[nH]cc1Oc1ccc(Br)cc1Br	7	.	.	.	.	-1	.	2	-8
Cc1ccc(OCc2cc(C(=O)N3CCN(C4CCCCC4)CC3)no2)cc1C	-3	-1	-47	8.4	-5	3	-36	-12	0
CNC(=O)CN(C1CCCCC1)S(=O)(=O)c1ccc(OC)c(Cl)c1	6	-2	-30	-0.4	-5	-2	-19	17	-1
CC(=O)Nc1ccc(NC(=O)CSc2nnc3ccc(-c4ccc(F)cc4)nn23)cc1	16	-2	19	2.1	23	8	-11	-1	2
COc1ccc(CCC(=O)N/N=C\c2cccs2)cc1	-7	1	12	0.0	22	0	2	-1	-11
CC1CC(C)CN(S(=O)(=O)c2ccc(C(=O)Nc3nnc(C4CC4)o3)cc2)C1 (configuration not stated)	-3	-2	3	-0.8	49	9	-3	-1	6
COc1ccc(NC(=O)c2csc(Cc3ccccc3)n2)cc1	-9	-4	-15	4.1	-20	40*	7	13	-13
O=C(NNC(=O)c1ccccc1[N+](=O)[O-])c1ccc(NC(=O)c2ccccc2)cc1	-7	-2	6	-0.8	10	-3	11	19	5
FC(F)(F)c1cccc(N2CCN(c3ccc4nnc(-c5ccccc5)n4n3)CC2)c1	7	0	7	-0.5	10	6	-3	-2	19
Cn1ncc(Br)c1N1C(=O)CCC1=O	-1	2	7	8.0	12	5	-16	8	-1
CC[C@]12c3[nH]c4ccc(Cl)cc4c3CCN1C(=O)[C@@H](CC(=O)NCCCn1ccnc1)C[C@@H]2C(=O)N1CCN(C(=O)C2CC2)CC1	-7	0	.	1.6	3	3	8	-2	7
O=C(NCc1cccc(C(F)(F)F)c1)N1CCN(C(=O)c2ccccc2)CC1	-4	-2	1	-0.5	-2	-5	4	4	3
Cc1cc(C)c2nc(NC(=O)CN3C(=O)NC4(CCCC4)C3=O)sc2c1	0	1	3	1.3	-4	7	32	8	0
Cc1nc2sc(C(c3ccc(Cl)cc3)N3CCN(CCO)CC3)c(O)n2n1 (configuration not stated)	11	1	-1	1.1	-1	5	2	-10	-2
CN(CC(=O)Nc1ccccc1Br)C(=O)CCc1nc2ccccc2c(=O)[nH]1	-6	-4	-9	-1.4	18	-4	0	10	2
CCc1ccc(C(C)NC(=O)c2cccs2)cc1 (configuration not stated)	-3	2	18	-0.1	0	-4	-10	-5	-8
Cc1oc(-c2ccc(Cl)cc2)nc1CS(=O)CC(=O)NCCCN1CCCC(C)C1 (configuration not stated)	42	-2	3	0.0	30	2	-7	22	-6
C/C(=N\Nc1ccc(S(=O)(=O)Nc2ccccc2)cc1[N+](=O)[O-])c1ccc(N2CCOCC2)cc1	-15	-2	5	-1.9	48	-12	-2	48	27
Cc1ccc(S(=O)(=O)Nc2cccc(CP(=O)(c3ccccc3)c3ccccc3)c2)cc1	-3	-1	-8	-0.1	3	6	9	14	8
CC1C(=O)N(Cc2ccccc2)c2ccccc2N1C(=O)c1ccccc1 (configuration not stated)	-12	3	1	1.0	5	2	-4	20	0
O=c1oc2ccccc2n1CSC1=NCCS1	-5	2	7	5.9	-2	-18	-12	0	-2
COc1ccc(S(=O)(=O)N2CCCC(C(=O)NCCN3CCOCC3)C2)cc1C (configuration not stated)	-3	2	8	0.5	12	3	-1	-6	-2
O=C(CN1CCN(Cc2ccccc2)CC1)N1CCCCCC1	6	1	5	0.2	15	-3	11	-1	3
CCCCn1c(SCC(=O)NC2CC(C)(C)NC(C)(C)C2)nc2cc(S(N)(=O)=O)ccc21	5	0	1	-0.1	-6	-16	19	10	-4
CCOC(=O)C1CCCN(CC(=O)Nc2c(C(=O)OC)[nH]c3ccc(Br)cc23)C1 (configuration not stated)	27	0	5	-0.1	24	8	19	10	5
Cc1nn(-c2ccccc2)cc1C(=S)Nc1ccccc1	-42	3	-56	3.3	-29	-6	-78	10	-4
COc1ccc(C2CN=NC23CCc2ccccc2C3=O)cc1 (configuration not stated)	.	-2	33	1.7	66*	11	-40	7	-2
O=c1c2nnn(-c3ccc(Cl)cc3)c2ncn1Cc1ccccn1	-18	-1	-47	0.8	3	-3	-1	6	1
O=C(N/N=C/c1ccc(O)cc1)c1csc2c1CCCC2	-17	0	-9	6.7	-5	1	-47	14	3
O=C(O)c1ccc(S(=O)(=O)c2ccccc2)s1	2	.	.	.	.	-4	.	-8	-5
COC(=O)c1ccc(C(=O)OCc2nc3cc4ccccc4cc3[nH]2)cc1	-18	-5	-17	1.0	-13	19	5	-10	-18
CCOC(=O)/C(=C\C=C\c1ccccc1)NC(=O)c1ccccc1	-5	1	8	4.8	-3	3	-17	13	0
COc1ccc(S(=O)(=O)NCC(c2cccnc2)N2CCN(C)CC2)cc1OC (configuration not stated)	-13	-1	-8	-0.8	3	2	14	-2	0
O=C(O)C(CO)N=Cc1c(O)c2ccccc2oc1=O (configuration not stated)	-5	0	-25	0.2	34	4	1	16	-2
Cc1ccc(NS(=O)(=O)c2c(C(=O)N3CCOCC3)c(C)n(C)c2C)cc1	-47	-2	1	0.4	15	-10	4	9	-3
Cc1ccc(C)c(CSCc2nc3ccccc3[nH]2)c1	6	-4	-46	0.5	-26	-5	-10	16	-1
CCN(CCCNC(=O)c1cc2c(-c3cccc(OC)c3)nn(C)c2s1)Cc1ccccc1	59*	-2	2	0.2	55*	-1	-6	14	-2
COC(=O)C1=C(C)NC(C)=C(C(=O)OCC2CCCO2)C1c1cccc(Cl)c1 (configuration not stated)	7	-2	-9	-0.8	10	1	6	21	5
CCOc1ccc(NS(=O)(=O)c2cccc(C(=O)N3CCN(C/C=C/c4ccccc4)CC3)c2)cc1	54	.	.	.	.	9	.	-6	-9

Among those listed so far, 2 have a nitro group on carbon:
SMILES	Gli-Sufu antag	UPR XBP1 act	Jurkat NFkB inh	UPR CHOP act	Mdm2 MdmX PPI	EBI2 block	697 NFkB inh	CCR6 antag	CXCR6 block
O=C(NNC(=O)c1ccccc1[N+](=O)[O-])c1ccc(NC(=O)c2ccccc2)cc1	-7	-2	6	-0.8	10	-3	11	19	5
C/C(=N\Nc1ccc(S(=O)(=O)Nc2ccccc2)cc1[N+](=O)[O-])c1ccc(N2CCOCC2)cc1	-15	-2	5	-1.9	48	-12	-2	48	27

(listing goes on)
SMILES	Gli-Sufu antag	UPR XBP1 act	Jurkat NFkB inh	UPR CHOP act	Mdm2 MdmX PPI	EBI2 block	697 NFkB inh	CCR6 antag	CXCR6 block
COc1ccccc1C(=O)Nc1ccnn1C1CCN(C(=O)c2ccoc2)CC1	-4	-2	-6	3.6	-8	11	3	8	2
CS(=O)(=O)c1ccc2nc(N)sc2c1	1	0	-2	-3.4	20	-11	7	-2	-16
Cc1ccc(S(=O)(=O)c2ncccc2N)cc1	17	8	5	0.9	-10	5	4	-6	-17
NC(=O)C[C@@H]1N[C@]2(C(=O)Nc3ccccc32)[C@@H]2C(=O)N(c3cc(C(F)(F)F)ccc3Cl)C(=O)[C@H]12	4	0	8	-0.4	15	0	6	12	-1
COC(=O)C1CCC(C)(C(=O)Nc2ccccc2)C1(C)C (configuration not stated)	-2	-2	-6	-0.7	8	-1	12	9	0
Cc1c(OC(C)C(=O)NCC2CCC(C(=O)O)CC2)ccc2c(-c3ccccc3)cc(=O)oc12 (configuration not stated)	-14	-2	25	-0.8	14	3	16	5	-2
CC1CCC2(CC1)NC(=O)N(CC(=O)N1CCc3ccccc3C1)C2=O (configuration not stated)	10	-1	0	0.6	-22	-9	30	-11	2
COc1ccc(NC(=O)CSC2=C(C#N)C(c3ccco3)C3=C(CCCC3=O)N2)c(OC)c1 (configuration not stated)	6	0	-11	1.5	-3	6	-37	22	-4
Nc1nonc1-n1nnc(C(=O)N/N=C/c2ccc(Br)cc2)c1CN1CCOCC1	7	-2	-9	3.4	0	3	7	-15	-2
CCC(CC)NC(=O)c1oc2ccccc2c1COc1ccccc1	9	-5	7	-1.2	15	15	-7	30	-3
CC(CCCC(C)(C)O)NC(=O)c1ccc(OC2CCN(C(=O)C3CC3)CC2)cc1 (configuration not stated)	-32	-2	6	-2.4	13	3	9	-12	-1
Cc1ccc(CN2CCN(Cc3ccc4ncccc4c3)CC2CCO)cc1 (configuration not stated)	27	0	-4	-2.1	-16	-4	-4	8	2

Continued (2 carried over from the part before).
SMILES	Gli-Sufu antag	UPR XBP1 act	Jurkat NFkB inh	UPR CHOP act	Mdm2 MdmX PPI	EBI2 block	697 NFkB inh	CCR6 antag	CXCR6 block
CC(CCCC(C)(C)O)NC(=O)c1ccc(OC2CCN(C(=O)C3CC3)CC2)cc1 (configuration not stated)	-32	-2	6	-2.4	13	3	9	-12	-1
Cc1ccc(CN2CCN(Cc3ccc4ncccc4c3)CC2CCO)cc1 (configuration not stated)	27	0	-4	-2.1	-16	-4	-4	8	2
CC(C)NC(=O)NC(=O)CSc1ncccn1	0	3	5	-0.7	14	0	-1	-4	-4
Cc1ccc(-n2nc3c(N4CCC(C(=O)NCc5cccc(F)c5)CC4)nnc(C)c3c2C)cc1	27	17	44	3.8	44	11	-6	14	12
Cc1c(C(=O)N2CC3(CC(c4cccc(NC(=O)[C@H]5CCC(=O)N5)c4)=NO3)C[C@@H]2C(N)=O)cc([N+](=O)[O-])cc1[N+](=O)[O-] (some centres not stated)	-1	2	6	-0.4	-11	-20	20	-9	-27
O=C(Cc1ccccc1F)Nc1nc2ccccc2[nH]1	67*	3	-23	3.1	-44	-4	-32	-10	-10
O=C(Cc1coc2cc3c(cc12)CCC3)NCC1(N2CCCCC2)CCCCC1	23	0	1	0.2	19	5	-9	8	-6
CC(NC(=O)c1ccc2c(c1)OCO2)C(c1cccs1)N1CCOCC1 (configuration not stated)	4	-2	-6	-2.3	-12	-6	-3	6	3
C=CCN(C(=O)CNS(=O)(=O)c1ccccc1)C(C(=O)NCCOC)c1ccncc1 (configuration not stated)	-6	1	5	0.7	-15	-8	32	1	8
COC(=O)c1ccc(CNC(=O)COC(=O)c2cc(Cl)nc(Cl)c2)cc1	-2	-3	-5	-2.9	8	5	6	11	1
O=c1[nH]c(C2CCCN(S(=O)(=O)c3ccccc3)C2)nc2c1nnn2Cc1ccccc1 (configuration not stated)	4	1	2	0.8	13	12	6	8	4
NC(=S)N/N=C/c1ccc(-c2cc(Cl)cc(Cl)c2)o1	8	-2	-8	-1.7	-5	15	1	37	10
